PKM2 activator: PKM2 (human) enzyme activation; P14618; purified PKM2, Kinase-Glo ATP luminescence, activation; response scale: 0% is enzyme alone, no compound; Potency, µM (highest dose often 57.5 µM), without a hit: at the highest dose activation, most hits filed as activators; hit rate 0.34% among 260,000; note: potency is the fitted concentration of half-maximal effect; nearly all actives have a fitted effect of over 55% in size
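Purified hPK-M2 (>95%) run at intermediate activity with 0.1 mM ADP and 0.5 mM PEP in 50 mM imidazole pH 7.2, KCl, MgCl2; 1 h room temperature. ATP formed read by Kinase-Glo luminescence; normalized to uninhibited and no-enzyme controls.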
USP2a block: inhibitors of human ubiquitin-specific protease USP2a | Potency, µM (titrated, usually from 38.3 µM), for inactives: at the highest dose activity change, negative = inhibition, usual class: inhibitors | hit rate 0.01% among 330,000 | USP2 core, Ub-CHOP2 coupled fluorogenic reporter, 485/531 | O75604;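 note: potency is the fitted concentration of half-maximal effect; plate controls were DMSO wells for no effect and full inhibition by NEM control for full effect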
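Cell-free coupled assay: 10nM USP2 core preincubated 30min RT with compound in Tris-HCl pH 8.0/CaCl2/CHAPS buffer, then 25nM Ub-CHOP2 and 25nM reporter substrate; fluorescence (Ex 485/Em 531) read after 60min RT, normalized to NEM inhibition, concentration-response curves fitted.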
Eya2 inh: inhibitors of human Eya2 phosphatase activity; O00167; recombinant Eya2, OMFP fluorescence dephosphorylation (OMFP is methylfluorescein phosphate); Potency, µM (titrated, usually from 76.9 µM), without a hit: at the highest dose activity, negative = inhibition, actives largely listed as inhibitors; hit rate 0.006% among 330,000; note: potency is the fitted concentration of half-maximal effect
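Eya2 protein (added as 0.2 uM solution) was preincubated with compound for 10 min at ambient temperature in 50 mM HEPES pH 7.5, 50 mM NaCl, 5 uM MgCl2, 0.05% BSA, 1 mM DTT. OMFP (added at 50 uM) then reacted 10 min; fluorescence read at 485/525 nm.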
Giardia kill: kills Giardia lamblia | Giardia lamblia trophozoite viability | activity change, % at 7.66 µM, hits read low | hit rate 0.15% among 340,000; in the data active = activity change below about -80%; inconclusive = between about -30% and that limit;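 note: parasites exposed to compound for two days anaerobically before the ATP read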
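Luminescent ATP signal served as the viability read-out, measured 15-30 min after adding ATP detection reagent to trophozoites that had been incubated with compounds for 48 hrs at 37 deg C anaerobically at 100 cells/well.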
B2AR arrestin: recruits beta-arrestin to the human beta2-adrenergic receptor; hit rate 0.02% among 330,000; beta-arrestin recruitment to beta2AR, cell-based reporter; P07550; Potency, µM (titrated, usually from 46.1 µM), for the others: top-dose activation, usual class: activators; AID 492947;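 note: potency is the fitted concentration of half-maximal effect; 0% = DMSO controls and full agonism = EC100 isoproterenol or metaproterenol; nearly all actives have a fitted effect of over 65% in size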
uPA surface inh: blocks generation of uPA at the cell surface; Potency, µM (doses to about 38.3 µM), for inactives: top-dose activity change, negative = inhibition, most hits filed as inhibitors; cell surface uPA generation assay, qHTS; hit rate 0.31% among 330,000; active = well fitted inhibition curve with a large enough effect; inconclusive = small, poorly fitted or top-dose-only effect; inactive = no such curve, though single readings can be large or run the other way; tested in mouse RAW 264.7 cells; note: potency is the fitted concentration of half-maximal effect; nearly all actives have a fitted effect of over 55% in size
KCNH2 3.1 block: inhibitors of human KCNH2 3.1 potassium channel isoform | U2OS KCNH2 3.1, thallium flux FluxOr; active compounds read low | activity change, % (tested at about 1.8 µM) | hit rate 0.95% among 340,000;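 active = maximum activity change below -70%; inconclusive = maximum activity change from -70% to -50%; inactive = maximum activity change above -50%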;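 note: thallium influx rate constant from kinetic fluorescence after stimulation buffer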
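We transduce U2OS cells with the mutant 3.1 virus, culture them overnight, load FluxOr with Red40 quencher for 45 min, then add stimulation buffer and read kinetically for 2 min to derive a normalized rate constant.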
Chronic BCR inh: chronic active BCR signaling inhibition. ABC-DLBCL IkBa-CBG/CBR reporter, luminescence ratio, 4 h. Potency, µM (highest dose often 46.1 µM), without a hit: at the highest dose ratio change, negative = lower green/red ratio, actives largely listed as inhibitors. hit rate 0.05% among 340,000. AID 493014; active = well fitted inhibition curve with a large enough effect in the signal ratio, with a control signal flat, not every such curve was filed as active; inconclusive = small, poorly fitted or top-dose-only effect, or effect the other way, or a change in a side signal; the % refers to the signal ratio;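 note: potency is the fitted concentration of half-maximal effect; plate controls were basal doxycycline-induced cells for no effect and cells given 10 µM MG132 for full effect; MG132 reads +100%, hits lower the ratio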
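Concentration-response series (up to 46 uM) were applied to TMD8 dual-reporter cells for 4 h at 37C with doxycycline. Green/red ratio, after filter-overlap correction, defined %Activity; red signal alone was normalised to basal cells and zero luminescence.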
GALK inhibitor: galactokinase (human) inhibition; P51570; Purified GALK, Kinase-Glo residual ATP luminescence; Potency, µM (top dose mostly 57.5 µM), for the others: at the top dose activity change, negative = inhibition, actives largely listed as inhibitors; hit rate 0.007% among 270,000; AID 1868; note: potency is the fitted concentration of half-maximal effect
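ATP-depletion format; final 35 uM ATP, 100 uM D-galactose, 5 nM enzyme; pH 8.0 HEPES/Mg2+ buffer; 60 min RT; luminescence read 10 min after detection reagent.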
KCNH2 WT inh: KCNH2 (human, wildtype) channel inhibition; hit rate 0.37% among 340,000; activity change, % at 1.84 µM; U2OS, BacMam KCNH2, thallium flux FluxOr; active compounds read low; AID 720551; Q12809;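 active = maximum activity change below -70%; inconclusive = maximum activity change between -70% and -50%; inactive = maximum activity change above -50%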
Target sequence (Q12809 whole entry, looked up): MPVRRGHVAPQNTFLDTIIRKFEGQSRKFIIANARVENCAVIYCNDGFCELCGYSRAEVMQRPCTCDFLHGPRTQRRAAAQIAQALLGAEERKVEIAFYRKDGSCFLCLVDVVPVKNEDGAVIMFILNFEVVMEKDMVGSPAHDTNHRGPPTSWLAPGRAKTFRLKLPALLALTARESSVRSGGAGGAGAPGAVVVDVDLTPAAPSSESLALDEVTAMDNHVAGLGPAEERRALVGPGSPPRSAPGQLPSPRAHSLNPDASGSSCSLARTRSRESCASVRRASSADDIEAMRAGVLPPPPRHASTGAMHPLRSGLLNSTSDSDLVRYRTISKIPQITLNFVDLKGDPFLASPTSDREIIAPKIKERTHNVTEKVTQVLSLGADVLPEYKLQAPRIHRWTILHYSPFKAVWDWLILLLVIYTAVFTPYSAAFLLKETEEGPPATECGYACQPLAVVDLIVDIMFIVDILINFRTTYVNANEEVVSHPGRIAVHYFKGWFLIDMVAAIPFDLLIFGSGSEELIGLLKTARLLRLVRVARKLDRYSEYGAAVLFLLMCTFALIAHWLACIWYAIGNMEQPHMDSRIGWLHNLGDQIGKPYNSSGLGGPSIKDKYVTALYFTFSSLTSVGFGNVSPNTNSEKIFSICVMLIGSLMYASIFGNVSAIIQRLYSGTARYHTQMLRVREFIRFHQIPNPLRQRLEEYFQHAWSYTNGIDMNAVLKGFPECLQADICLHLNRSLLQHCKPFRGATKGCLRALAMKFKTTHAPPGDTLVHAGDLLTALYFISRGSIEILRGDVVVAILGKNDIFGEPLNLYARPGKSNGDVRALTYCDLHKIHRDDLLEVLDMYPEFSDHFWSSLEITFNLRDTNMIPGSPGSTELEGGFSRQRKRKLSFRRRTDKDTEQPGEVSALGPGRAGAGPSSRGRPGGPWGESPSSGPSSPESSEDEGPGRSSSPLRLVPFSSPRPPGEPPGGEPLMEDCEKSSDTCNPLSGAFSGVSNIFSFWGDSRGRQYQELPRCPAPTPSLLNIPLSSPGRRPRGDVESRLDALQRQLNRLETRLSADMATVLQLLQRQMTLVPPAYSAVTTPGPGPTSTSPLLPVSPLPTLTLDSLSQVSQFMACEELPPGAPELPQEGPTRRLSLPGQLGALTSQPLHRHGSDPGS
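U2OS cells transduced with wild-type KCNH2 virus are loaded with FluxOr dye for 45 min, and thallium flux is measured in kinetic reads before and after stimulation buffer. Rate constants are normalized to DMSO controls.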
FBPA coupling cs: inhibits coupling enzyme system, counter-screen for aldolase hits; coupling enzyme system counterscreen, AmpLite Red fluorescence; activity change, negative = inhibition, % at 58.2 µM, hits read low; hit rate 0.67% among 290,000; AID 2472; in the data active = activity change below about -30%
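Counterscreen of the coupled detection system alone, without aldolase: glyceraldehyde-3-phosphate coupling enzymes plus AmpLite Red readout. Compounds at 57.5 uM final, 10 min RT preincubation, 20 min RT reaction, fluorescence 525/598 nm.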
* = called active by the depositor; ? = inconclusive; / = not tested or not shown; [ ] = remark or other dose. Unless noted, calls come from the whole dose curve; as a rule, active = well fitted curve in the direction sought with a large enough effect; inconclusive = small, poorly fitted or top-dose-only effect, or another doubt; inactive = no such curve, though single readings can be large; an effect the other way counts as inactive or inconclusive. Unless noted, % is set by controls: 0 for no effect and ±100 for the full control effect.

SMILES	PKM2 activator	USP2a block	Eya2 inh	Giardia kill	B2AR arrestin	uPA surface inh	KCNH2 3.1 block	Chronic BCR inh	GALK inhibitor	KCNH2 WT inh	FBPA coupling cs
COc1ccc(CCC(=O)OCC(=O)Nc2ccc(OC)c(OC)c2)cc1OC	/	4%	2%	48[activator]	0.0%	-3%	-5	1%	5%	1	3
COc1ccc(Cn2c(=S)[nH]c3ccccc3c2=O)cc1	/	3%	0%	6	0.3%	0%	-8	-3%	5%	/	1
CC(=O)c1ccc(O)c(CSc2nncn2C)c1	-21%	-3%	0%	11	3.4%	-1%	11	1%	1%	-5	1
c1csc(CNCCCN2CCOCC2)c1	-1%	1%	13%	6	0.3%	-2%	-1	-7%	-1%	-2	4
On1c2c(c3c4nonc4ccc31)CCCC2	24%	-4%	1%	/	-0.1%	/	/	?	2%	/	-60*
Cc1ccc(C(=O)NCc2ccccc2CN2CCCC2)cc1S(=O)(=O)N1CCOCC1	/	-2%	19%	-7	-0.2%	4%	-3	0%	/	45	/
CC(O)CNc1ccc([N+](=O)[O-])cc1S(=O)(=O)N1CCOCC1 (configuration not stated)	-27%	1%	1%	-2	-0.1%	-5%	-6	-2%	1%	-1	-3
C[C@@H]1CN([C@@H](C)CO)C(=O)c2cccc(NS(C)(=O)=O)c2O[C@H]1CN(C)Cc1ccc(C(=O)O)cc1	/	1%	1%	-12	0.0%	-4%	3	-5%	/	-6	/
COc1ccc(NC(=O)NCc2cccn2C)c(OC)c1	-2%	0%	?	-14	0.3%	0%	5	?	-2%	-7	-2
Clc1cccc(Cl)c1Cn1cnc2c(NCc3ccco3)ncnc21	1%	7%	5%	-23	-0.1%	/	0	8%	-2%	-18	-1
CC1=CC(=C(C#N)C#N)C=C(C)N1CCN1CCNCC1	-1%	-1%	9%	5	0.0%	-8%	-2	3%	9%	1	-1
CCCCN(C(C)=O)c1ccc(S(=O)(=O)NC2=NCCCCC2)cc1NC(C)=O	/	10%	-28%	-25	0.0%	-4%	31	6%	/	-1	/
Cc1ccc(C)c(OCc2cc(C(=O)N3CCNC(=O)C3)no2)c1	/	2%	2%	-5	-1.1%	-3%	6	?	-3%	3	-1
O=C(Nn1c(-c2ccccc2)nc2ccccc2c1=O)C1CCC1	-3%	1%	3%	-5	-0.2%	-9%	-3	-8%	-3%	25	1
C=CCOc1ccccc1CN1CCSCC1	4%	0%	1%	3	0.1%	/	/	2%	3%	-23	0
CCC(=O)Nc1cc(-c2nn(CC(=O)N3CCCCC3)c(=O)c3ccccc23)ccc1N1CCOCC1	-5%	4%	13%	-7	-0.9%	/	-5	20%	-3%	-13	-2
N/C(=N/O)c1nc(N2CCCC2)nc(N(c2ccccc2)c2ccccc2)n1	1%	-1%	4%	24	0.1%	-12%	-27	-4%	-1%	-14	-3
CN(CC(=O)NC1CCN(Cc2ccccc2)CC1)S(=O)(=O)c1ccc(Cl)s1	/	-1%	24%	-8	-0.2%	?	-36	3%	/	67	/
O=C1c2ccccc2NC(c2ccccc2Cl)N1N=C1CCCCCC1 (configuration not stated)	-8%	1%	-2%	?	-0.7%	1%	-1	?	1%	14	0
NC(=S)N=Nc1c(O)[nH]c2ccccc12	-1%	4%	-2%	-6	-0.7%	5%	5	-8%	/	1	1
O=C(CC1CC2CCC1C2)N1CCN(S(=O)(=O)c2ccccc2F)CC1 (configuration not stated)	/	-1%	-15%	12	-0.7%	0%	-2	0%	/	-4	/
COc1ccccc1C(=O)NC(=O)COC(=O)CCS(=O)(=O)c1ccc(C)cc1	/	0%	-2%	10	-0.1%	18%	5	4%	/	4	/
CC(=O)c1c[nH]c(C(=O)NCc2cccc(C(F)(F)F)c2)c1	/	-4%	2%	4	-0.4%	-9%	4	0%	/	-3	4
CCc1nnc(NS(=O)(=O)c2ccc(NC(=O)Nc3ccc(OC)cc3)cc2)s1	2%	-2%	-2%	12	0.0%	2%	1	0%	0%	4	0
CC(=O)Nc1cc(Br)ccc1O	5%	-1%	-2%	-19	0.1%	27%	-1	0%	4%	7	-3
Clc1ccc(Cn2cccn2)cn1	-4%	4%	4%	-11	-1.2%	2%	4	2%	5%	5	3
Cc1ccc(N(CC(=O)Nc2ccc3c(c2)OCCO3)S(C)(=O)=O)cc1	1%	2%	9%	2	-0.2%	2%	3	6%	-1%	3	-10
COC(=O)c1ccc(CN2CCC(CO)(CCOc3ccccc3)CC2)cc1	-4%	2%	14%	17	4.0%	11%	-97*	-6%	1%	-5	0
CCOC(=O)c1ccc(N2NC(=O)/C(=C/c3ccc(OC(=O)c4ccco4)c(OC)c3)C2=O)cc1	20%	-1%	3%	/	-0.2%	/	/	?	0%	/	6
CC(C)[C@H](NC(=O)c1ccccc1)C(=O)OCC(=O)NCc1ccc2c(c1)OCO2	/	1%	3%	-21	-0.5%	0%	-1	-2%	/	-2	/
COc1cccc(/C=C/C(=O)NNC(=O)c2ccncc2)c1OC	/	1%	11%	-4	0.1%	-24%	8	9%	/	3	/
CC1Nc2ccccc2C(=O)N1NS(=O)(=O)c1ccccc1 (configuration not stated)	-2%	6%	5%	-11	-1.0%	-3%	16	3%	1%	-10	-2
Cc1ccc(NC(=O)CSc2nnc(C3CC3)n2C)cc1S(=O)(=O)N1CCCCC1	/	0%	-6%	-11	0.1%	5%	16	-5%	/	17	/
CCn1c(=O)c(=O)[nH]c2c(=O)oc3ccc(S(=O)(=O)Nc4ccc(OC)cc4)cc3c21	23%	-1%	17%	14	-0.1%	7%	-5	-3%	7%	3	2
COc1ccc(-c2cc3c(=O)n(CC(=O)NCCN4CCCC4)nc(C)n3n2)cc1	/	1%	-1%	-3	0.1%	-4%	7	1%	-3%	37	/
CC(=O)c1cccc(NC(=O)CSc2nc(N3CCOCC3)nc(N3CCOCC3)n2)c1	1%	2%	7%	4	0.1%	?	4	-1%	-3%	-10	/
CCOc1cc(/C=C(\C#N)C(=O)NCC2CCCO2)ccc1OCC(N)=O (configuration not stated)	-7%	2%	-5%	7	-0.4%	-10%	-185*	4%	3%	-136*	2
O=C(Nc1nc2ccccc2s1)Nc1ccc([N+](=O)[O-])cc1Cl	9%	-1%	5%	/	0.2%	/	/	9%	3%	/	1
COc1nc(Oc2ccc(/C=N/O)cc2)nc(N(C)C)n1	-4%	6%	10%	5	-0.4%	3%	-1	?	/	5	2
O=C(COC(=O)c1cc(=O)[nH]c2ccccc12)NC1CCCCC1	/	2%	7%	12	-1.3%	6%	3	-2%	/	5	/
Cc1ccc(C)c(S(=O)(=O)NNC(=O)c2sc(NS(=O)(=O)c3ccccc3)nc2C)c1	/	3%	14%	6	0.2%	0%	-19	-5%	0%	-18	-3
CCC1CCCCN1CC(O)COCc1cccc(OC)c1 (configuration not stated)	-12%	-1%	-14%	?	0.1%	3%	11	0%	-1%	3	-2
O=C(N/N=C/C=C/c1ccccc1)c1ccc(Br)cc1	-10%	3%	-12%	40[activator]	0.1%	-4%	0	2%	0%	-9	-1
CCOC(=O)c1cccc(Nc2ncnc3ccccc23)c1	5%	0%	1%	14	0.0%	-9%	-1	?	-2%	-7	3
Clc1ccc(N/N=C/c2ccncc2)cc1Cl	-6%	0%	-11%	-2	-0.6%	-3%	1	?	-1%	-15	0
Cc1ccc2cc(C#N)c(N3CCCN(C(=O)c4cnccn4)CC3)nc2c1	/	0%	-5%	16	-0.7%	-1%	-4	?	4%	-5	0
N#CCCn1c(O)c(N=NC(=O)CNC(=O)c2cccs2)c2ccccc21	24%	1%	-2%	-7	0.5%	0%	7	?	0%	7	-6
Cc1nc(C(=O)N(C)C)nn1-c1ccc([N+](=O)[O-])cc1	-5%	2%	4%	-7	-1.6%	1%	5	3%	0%	0	0
O=C(N1CCN(Cc2ccc3c(c2)OCO3)CC1)C12CC3CC(CC(C3)C1)C2	3%	0%	14%	9	-0.9%	9%	1	-6%	-1%	-3	0
O=C(CCN1CCN(c2ccccc2)CC1)Nc1ccccc1F	10%	5%	-12%	-5	-0.7%	3%	-11	1%	0%	19	2
Cc1ccc(NC(=O)C2C3CCCC2C3c2ccccc2)cc1C (configuration not stated)	-4%	3%	-11%	-10	-4.0%	6%	1	-3%	-4%	-12	/

2 entries picked at random from the list so far, as already listed:
SMILES	PKM2 activator	USP2a block	Eya2 inh	Giardia kill	B2AR arrestin	uPA surface inh	KCNH2 3.1 block	Chronic BCR inh	GALK inhibitor	KCNH2 WT inh	FBPA coupling cs
CCOC(=O)c1cccc(Nc2ncnc3ccccc23)c1	5%	0%	1%	14	0.0%	-9%	-1	?	-2%	-7	3
Cc1nc(C(=O)N(C)C)nn1-c1ccc([N+](=O)[O-])cc1	-5%	2%	4%	-7	-1.6%	1%	5	3%	0%	0	0

High-throughput results (PubChem)
